C8 TRAIL sens: sensitizes caspase-8 expressing cells to TRAIL. NB7+C8 cells + TRAIL, ATPlite viability luminescence. inhibition (viability loss, TRAIL sensitization), % at 10 µM. hit rate 1% among 360,000. AID 624354;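 active = compounds causing at least 50% loss of cell viability in the single-dose screen, relative to plate controls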
KKLEB cytotox: CF airway cell cytotoxicity counter-screen | hit rate 0.36% among 360,000 | KKLEB CF airway cells viability, ATPlite luminescence, overnight; stronger effect = lower value; cells stimulated with P. aeruginosa culture filtrate | activity change (cytotoxicity), % at 5 µM;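 active = corrected activity change at or below -50% at 5 µM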
CF NFkB block: inhibitors of cystic fibrosis induced NF-kB; KKLEB NF-kB-GFP reporter, PAF-induced, GFP fluorescence overnight; inhibition, % at 5 µM; hit rate 0.86% among 360,000; AID 588850;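 active = at least 50% inhibition at 5 µM, scaled per plate between neutral and stimulator controls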;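 note: PAF is a Pseudomonas aeruginosa culture filtrate used as stimulus; plate controls were PAF-stimulated DMSO wells for no effect and unstimulated DMSO wells for full effect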
TWEAK-Fn14 inh: TWEAK-Fn14 signaling inhibition; inhibition, % at 10 µM; TWEAK-stimulated Fn14 reporter cells, luciferase luminescence, 8 h; hit rate 2% among 360,000; AID 1159606; in the data active = inhibition above about 50%
Shn3 3UTR inh: inhibitors of Schnurri-3 3'UTR reporter in osteoblasts; Clone20 osteoblast Shn3 3'UTR firefly luciferase, 24 h; inhibition, % at 12.5 µM; AID 588674; hit rate 0.52% among 360,000;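 active = mean inhibition of at least 75% with every replicate also reaching 75%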;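 note: 0% = median of neutral control wells and 100% = pilot-screen positive control compound; some compounds past the cut are filed as inactive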
Peg3 promoter: inhibitors of Peg3 promoter; HeLa PEG-Prom luciferase reporter, luminescence, overnight; inhibition, % at 20 µM; hit rate 1.7% among 360,000;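 active = inhibition of at least 50% at 20 µM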
NR2E3 ag-1: agonists of human NR2E3 nuclear receptor. CHO-S Gal4-NCOR/VP16-NR2E3 two-hybrid, luciferase. inhibition of corepressor binding, % at 3.98 µM. hit rate 0.35% among 360,000. AID 602229;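 active = inhibition above the mean of all tested compounds plus 3 SD, cut at about 70% in these data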;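 note: 0% = DMSO with NR2E3 transfected cells and 100% = cells lacking NR2E3 construct; higher means lower luciferase signal from less NR2E3 corepressor binding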
Target sequence (Q9Y5X4 whole entry, looked up, the tested form may be a part): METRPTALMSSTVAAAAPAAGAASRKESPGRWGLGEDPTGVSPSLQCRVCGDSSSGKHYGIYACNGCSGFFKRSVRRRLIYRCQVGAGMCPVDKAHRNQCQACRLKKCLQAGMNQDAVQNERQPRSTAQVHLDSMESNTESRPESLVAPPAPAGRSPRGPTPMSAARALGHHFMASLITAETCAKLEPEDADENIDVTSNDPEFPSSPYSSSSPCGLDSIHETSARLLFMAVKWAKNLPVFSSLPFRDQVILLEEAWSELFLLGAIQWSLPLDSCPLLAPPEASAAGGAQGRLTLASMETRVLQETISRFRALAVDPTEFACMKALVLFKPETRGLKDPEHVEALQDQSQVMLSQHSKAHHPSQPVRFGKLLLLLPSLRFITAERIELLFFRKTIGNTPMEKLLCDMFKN
HIF-2a block: blocks HIF-2a reporter activity; AID 624352; hit rate 0.72% among 360,000; 786-0 RCC cells HIF-2a reporter, luciferase luminescence, overnight; inhibition, % at 18.8 µM;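 active = inhibition of the luminescence signal of 40% or more relative to plate controls, in a single-dose primary screen at 18.75 µM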
TROY signal inh: TROY signaling inhibition; inhibition, % at 10 µM; AID 1347056; hit rate 0.98% among 360,000; Q293 LMP1-TROYcd NF-kB luciferase reporter, 4 h;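 active = compounds whose plate-normalised and pattern-corrected inhibition of the luciferase reporter signal at the single screening dose is 50% or more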
MITF TRPM1 inh: MITF TRPM1 promoter inhibition in SK-MEL-5 cells; hit rate 0.83% among 330,000; SK-MEL-5 TRPM1 promoter luciferase, 24 h; inhibition, % at 12.5 µM; AID 488899;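 active = mean inhibition across replicates of 60% or more, whatever share of single replicates reaches that level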; note: values of inactives mirror those of a sister screen read the other way
NR2E3 ag-2: agonists of human nuclear receptor NR2E3 | Q9Y5X4 | GST-NR2E3/biotin-RetCOR TR-FRET, 1536-well | inhibition of corepressor binding, % at 4.78 µM | hit rate 0.12% among 320,000 | AID 2300;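 active = percent inhibition above the cutoff of mean plus 3 SD of all tested compounds, set per screening campaign, cut at about 20% in these data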;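 note: 0% = DMSO wells and 100% = biotin wells as full block of FRET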
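Material: NR2E3–RetCOR corepressor complex | Quantity: 1.35 nM GST-tagged NR2E3 final | Schedule: 5 h at 4 °C | Replication: Singlicate compound wells | Reagent: RetCOR corepressor, biotinylated, 7 nM | Controls: Biotin wells as high control, 0.6% DMSO wells as low control | Signal: TR-FRET, Eu(K)-anti-GST donor, streptavidin-D2 acceptor, ex 340, em 617/671 nm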
* hit, by the source's call; i = inactive; . = not tested or not shown; & = joins results of further samples. This is a subset (hit frequency here may not be typical).

Value order – CF NFkB block, NR2E3 ag-1, TWEAK-Fn14 inh, TROY signal inh, MITF TRPM1 inh, KKLEB cytotox, NR2E3 ag-2, Shn3 3UTR inh, C8 TRAIL sens, Peg3 promoter, HIF-2a block
> COc1ccc2c(Cl)c(C(=O)NN3CCN(C)CC3)sc2c1
→ 24, -11, -12, -20, 4, -1, 6, -16, 2, -9, -24
> Cc1cccn2c(=O)nc(SCC(=O)Nc3cccc4ccccc34)nc12
→ -46, 9, -10, -9, 11, 7, 2, -9, -3, -4, -13
> CCOC(=O)c1ccc(N(C(=O)c2ccco2)C(C(=O)NC2CCCC2)c2ccncc2)cc1 (stereo not drawn)
→ -28, -31, 10, -13, 41, 10, 0, -35, -11, -56, -114
> COc1ccccc1CCC(=O)N1CCN(S(=O)(=O)c2cccc(F)c2)CC1
→ 9, -12, 2, -5, -3, 8, 1, 8, 13, 6, 8
> CCCCCCn1c(SCC(=O)c2c(N)n(C)c(=O)n(C)c2=O)nc2ccccc21
→ 6, 0, -19, 1, 13, -8, 1, 7, 3, 19, 5
> COc1ccc(-c2cn(Cc3ccc(C)cc3)nn2)cc1
→ -18, -59, 0, -84, -87, 10, 3, -111, -8, -348, -260
> Clc1cccc(Cl)c1/C=C/c1nc2ccccc2[nH]1
→ -16, -148, 3, -40, -55, -36, 4, -89, 68*, -190, -240
> CCNC(=O)Oc1ccc(-c2csnn2)cc1
→ -14, -31, 6, -3, -4, 3, 1, 1, -11, 11, 4
> CCS(=O)(=O)CCSc1nc(C)cc(C)c1C#N
→ 13, -17, -4, -15, 10, 5, 1, 19, -15, -15, 7
> O=C(Nc1cccc2ncccc12)c1ccccc1[N+](=O)[O-]
→ 12, 11, 9, 8, -1, 10, 1, 4, -9, -6, 10
> Cc1cc(CSc2ccccc2C(=O)O)on1
→ -1, 5, -6, -49, 3, -3, 2, -6, -11, 8, -6
> NC(=O)COC(=O)[C@H](Cc1ccccc1)NS(=O)(=O)c1ccc2c(c1)OCCO2
→ 4, -4, 12, 2, -1, -2, ., -3, -1, -2, 1
> O=C(COC(=O)c1ccc(S(=O)(=O)N2CCCC2)cc1)NCc1ccccc1
→ 7, -9, 7, 10, -1, 4, 1, -45, -14, 1, 8
> C=CCN(CC=C)CCOc1ccccc1
→ 3, 4, -12, 16, 2, 16, 1, -12, -6, 2, 2
> CCc1ccc(S(=O)(=O)NCc2ccc(C(=O)NCCN(Cc3ccccc3)C(C)C)cc2)cc1
→ -12, 38, -3, 24, ., -4, ., 62, 13, 14, 0
> CC(C)SCCCOc1ccc(C(C)(C)C)cc1
→ 7, -30, -3, -7, -63, 0, -3, -34, -8, -67, -92
> CCOC(=O)C1CCCN(S(=O)(=O)CCNC(=O)c2cccc(OC)c2)C1 (stereo not drawn)
→ -18, -39, 10, -4, 6, 20, -2, -16, -6, 5, 1
> C[C@H](NC(=O)Cc1cccc2ccccc12)C(=O)N1CCCN(C)CC1
→ 8, -1, -13, 19, -12, -12, 1, 15, 1, 0, 18
> CC1(C(=O)Oc2ccccc2)Cc2ccccc2C(=O)O1 (stereo not drawn)
→ -2, -2, -2, 16, 5, -2, -5, ., -23, 10, 13
> CCOC(=O)[C@H](CCc1ccccc1)N[C@@H](C)C(=O)N1CCC[C@H]1C(=O)O
→ -12&-4, 19&20, -7&-20, -13&4, 10&0, -14&21, 0&2, -15&-9, -3&-2, 10&-6, 0&7
> c1ccc(NCc2nnc3n2CCCCC3)cc1
→ -6, 1, 1, 5, 1, -12, -1, 5, -17, 5, -9
> O=C(C1CCN(S(=O)(=O)c2cccc3nsnc23)CC1)N1CCN(c2ccccc2F)CC1
→ 6, 5, 15, -12, -6, -3, 4, 19, 19, 3, 16
> O=C(Nc1nnc(-c2ccc3c(c2)OCCO3)o1)c1ccc(Cc2ccccc2)cc1
→ 18, -23, -39, -18, -12, -8, -1, 18, 4, 37, 11
> Cc1onc(-c2c(Cl)cccc2Cl)c1C(=O)Nc1ccc2c(c1)OCO2
→ -1, 9, 3, 4, -3, 9, 1, 6, -11, 8, -35
> Cc1ccc2c(CC(=O)Nc3ccc(F)c(S(=O)(=O)N4CCOCC4)c3)coc2c1
→ 15, -32, -8, -19, -10, -2, 3, -18, -3, -17, -29
> CC(C)C(NC(=O)c1c(F)cccc1F)C(=O)NCC(c1ccccc1)N(C)C (stereo not drawn)
→ -7, 3, -5, -4, 1, 13, 7, -7, -2, -2, 10
> O=C1CCCC(O)=C1C1C2=C(CCCC2=O)Oc2ccccc21 (stereo not drawn)
→ -23, -6, 1, -13, 13, 6, -3, 4, 9, -21, -14
> O=C(NNC(=O)c1nn(-c2ccc(F)cc2)ccc1=O)c1ccc(Cl)cc1
→ -18, 5, -18, -9, -9, 4, -3, -9, 14, -18, 4
> O=C(O)c1cccc(NS(=O)(=O)c2ccc(S(=O)(=O)N3CCOCC3)cc2)c1
→ 1, -10, -18, 6, -16, 2, ., -3, -3, 11, 12
> CNC(=O)/C=C1\NC(C)(C)Cc2ccccc21
→ 8, -17, 1, 9, 10, 0, 3, 19, -3, -15, -9
> Cc1ccccc1CN1CCNC(=O)C1CC(=O)N(C)CCC1CCOCC1 (stereo not drawn)
→ -18, -3, -19, -1, 10, -8, 3, -3, -10, 1, 1
> CC(C)(CNC(=O)c1cc2c(s1)CCCC2)N1CCOCC1
→ -20, -2, -4, 4, 4, 17, 0, 13, -5, -2, -1
> CCc1ccccc1NC(=O)CCS(=O)(=O)c1ccc(OC)cc1
→ -2, -13, 4, 7, 11, -7, -42, 4, 1, -6, 13
> CCCCN(c1ccccc1)S(=O)(=O)N(C)C
→ -4, 38, 21, -9, -5, -1, 6, -1, -6, 8, 0
> O=C(CSc1nnc(-c2ccccn2)n1Cc1ccco1)Nc1ccc2c(c1)OCO2
→ -12, -14, -25, -4, 0, 4, -2, 10, 3, 14, 13
> CN(CC(=O)Nc1ccc(F)cc1)C(=O)c1cccc(NS(=O)(=O)c2ccccc2)c1
→ 10, -10, 1, -7, 4, 13, 2, 4, 3, 10, 17
> Cc1cc(=O)n(CC(=O)Nc2cc(Cl)ccc2C)c(C(C)C)n1
→ 11, 0, -9, 4, 4, 3, -1, 2, 30, 6, 11
> O=C(O)c1ccccc1-c1c2cc(I)c(=O)c(I)c-2oc2c(I)c(O)c(I)cc12
→ -53&-7, 6&3, 27&16, 1&7, 27, 11&-18, i, 20&9, 14&15, 30&13, 16&20
> CC(=O)N1CCN(C2=NC(=O)C(=C3CCCCC3)S2)CC1
→ -14, -8, -11, -3, -19, 12, 5, 9, 16, -28, -65
> CC(=O)Nc1c(O)n(C)c2ccccc12
→ -11, -8, -5, 19, 12, 0, 0, 47, -3, -1, 11
> CCCCN(C1CCS(=O)(=O)C1)S(=O)(=O)c1cc(C)ccc1C (stereo not drawn)
→ -6, 20, 8, -22, -6, 0, 0, 3, 0, -9, 8
> CC(C)c1nnc(NC(=O)C2CCN(c3nc4ccccc4s3)CC2)s1
→ -6, -65, -9, 0, 5, 0, 6, 1, -5, -21, 0
> O=C(CSc1nc2ccccc2nc1N1CCOCC1)N1CCN(c2ccccc2)CC1
→ 17, -56, 20, 3, ., -7, 3, 11, -7, -2, 5
> COc1ccc(N2CCN(C(=O)CSc3ncnc4scc(-c5ccc(C)cc5)c34)CC2)cc1
→ 0, -2, 27, 6, 12, -20, 0, 28, 15, 23, 11
> O=C(COc1cc(O)c2c(=O)cc(-c3ccccc3)oc2c1)c1ccccc1
→ 0, -11, -9, -13, -21, -9, 1, -7, 2, -19, -22
> COc1ccc(CN2C(=O)NC3(CCOc4ccccc43)C2=O)cc1F (stereo not drawn)
→ 10, -13, 18, 0, 5, 3, -1, 14, 4, 11, 10
> CN(Cc1ccco1)S(=O)(=O)c1nnc(NC(=O)c2ccccc2Cl)s1
→ -16, -20, 4, -13, 5, 7, 5, -15, -2, -2, -10
> Cc1c(NC(=O)c2cc(-n3cnnc3)ccc2Cl)cccc1-c1nc2ccccc2s1
→ 0, -46, -8, -27, -58, -36, 3, -12, 78*, -201, -269
> CCCCN1Cc2c(nc3cc(-c4ccco4)[nH]n3c2=O)C1=O
→ 18, -50, 0, 18, 3, 0, 0, ., -16, 2, 5
> COC(=O)c1sccc1-c1ccc(C(=O)Nc2ccccc2)o1
→ -15, -6, 9, -28, -72, -8, 4, -123, 8, -291, -265
> Cc1cc(C2=NNC(=NCc3ccccc3)SC2)c(C)n1-c1c(C)n(C)n(-c2ccccc2)c1=O
→ -26, -19, -10, -2, 7, -5, ., 3, -4, 15, 12
> NC(c1csc(Nc2cc(NCCCO)ncn2)n1)c1ccccc1Cl (stereo not drawn)
→ 15, -17, 15, 12, ., -5, ., -9, 22, 1, 14
> Cc1cc(=O)[nH]c(SCC(=O)N2CCCC2)n1
→ -7, 11, -2, -4, 1, 3, ., -3, -16, -1, 18
> CCc1ccccc1NC(=S)NC1CC2CCCC(C1)N2Cc1cccs1 (stereo not drawn)
→ 8, -11, -7, 3, 4, -12, -1, 3, 6, 12, 3
> CC(C)OC(=O)NC(c1ccccc1)C(Cl)(Cl)Cl (stereo not drawn)
→ 22, 18, 18, 12, -3, -10, -1, -5, 25, 15, 15
> CCCCN1CC[C@@H]2C=CC[C@H](C(=O)OC)[C@@H]2C1=O
→ -23, -4, -6, 3, 1, 12, ., -5, -6, 2, 10
> Cc1ccc(S(=O)(=O)N2CCN(Cc3cccc(C)c3O)CC2)cc1
→ 0, 4, -34, 19, -12, -4, 1, 10, 12, -28, -11
